Source: PubChem BioAssay (several laboratories)
Hep lipid drop – modulators of hepatic lipid droplet formation; AML12 mouse hepatocytes, oleate lipid droplets, BODIPY imaging; inhibition, % at 6.5 µM; actives 0.4% (n = 240,000); AID 1656;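 active = lipid droplet intensity inhibited by at least 50%, with more than 500 cells counted; inconclusive = wells with under 300 cells, treated as cytotoxic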
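Test system: AML12 mouse liver cells; schedule: overnight exposure; technique: high-content imaging of BODIPY-stained droplets and DAPI nuclei; read-out: % inhibition of corrected integrated BODIPY droplet signal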
UTI89 phage lysis – protection from phage-mediated lysis, alamar blue read-out – E. coli UTI89, K1F phage, bacterial capsule biogenesis inhibitors (AID 488966). E. coli UTI89 K1F phage lysis, alamar blue, 2 h; higher % means a stronger effect. actives 0.02% (n = 340,000). inhibition, % at 100 µM; hits with a dose series show IC50 in µM;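 active = phage lysis inhibition, versus mean bacterial control, above a set limit; inconclusive = no clear call, values can overlap the other calls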;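 also: capsule biogenesis inhibitors block K1F phage lysis so surviving cells raise fluorescence; higher fluorescence means more inhibition of phage lysis; actives were called in the ten point dose series up to 300 µM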
P. falciparum M1AAP – malaria alanyl aminopeptidase activity blockers – biochemical, fluorogenic H-Leu-NHMec substrate, 1536-well (AID 1445); recombinant M1AAP, H-Leu-NHMec fluorogenic kinetic assay; higher % means a stronger effect; inhibition, % at 30 µM; hits with a dose series show IC50 in µM; actives 0.42% (n = 220,000);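 active = primary inhibition above the hit cutoff, then over 50% inhibition at one or more dose response concentrations, cut at about 23% in these data, passing the limit was not always enough; inconclusive = conflicting primary data, or primary hits not chosen for dose response; inactive = low primary inhibition, or under 50% at every dose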;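 also: plate controls were DMSO full reaction for no effect and no enzyme background for full effect; strong numbers were not always called active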
Myeloid diff 2 – promotes myeloid progenitor differentiation; ER-HoxA9 myeloid progenitors, lysozyme-GFP differentiation, flow cytometry; calls only at 10 µM; actives 1% (n = 360,000); AID 624256;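 active = normalized GFP-positive differentiation at or above the plate's own cutoff, the solvent-only control mean plus 3 SD; inconclusive = no clear call, values can overlap the other calls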;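 also: cells exposed to compound for four days before flow analysis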
PMI inhibition – human PMI inhibitors, high substrate, primary screen, biochemical, fluorescence intensity, high mannose 6-phosphate (AID 1220). recombinant PMI enzyme, coupled fluorescence intensity; higher % means a stronger effect. inhibition, % at 20 µM; hits with a dose series show IC50 in µM. actives 0.66% (n = 190,000)
CSM14.1 death rescue – rescue of cells from ER stress-induced death, primary screen, 384-well, CSM14.1, thapsigargin, ATP luminescence (AID 1222); CSM14.1 thapsigargin-induced death rescue, ATP luminescence; higher % means a stronger effect; one-dose cellular ATP content (survival), % at 20 µM; EC50 in µM for titrated hits; 190,000 tested, under 10 active;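 active = EC50 below 50 µM in the dose-response confirmation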;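 also: death triggered by thapsigargin at about 15 µM added after 2 h compound pretreatment; cell ATP read after overnight thapsigargin exposure of roughly 18 to 22 hours; normalized against plate controls of thapsigargin alone and 5% DMSO vehicle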
PMI inhibitors – MPI enzyme activity inhibition – biochemical, fluorescence intensity, coupled assay, primary screen (AID 1209); purified PMI enzyme, coupled fluorescence intensity; higher % means a stronger effect; one-dose inhibition, % at 20 µM; IC50 in µM for titrated hits; actives 0.42% (n = 190,000);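 also: plate controls were DMSO vehicle for no effect and wells lacking substrate for full effect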
TNAP activators – human TNAP enzyme activators, primary screen, biochemical, luminescent, no phosphate acceptor, uHTS (AID 1001); activation fold at 20 µM; hits with a dose series show EC50 in µM; purified TNAP, luminescent activation assay, no phosphate acceptor; higher activation fold means a stronger effect; actives 0.03% (n = 200,000); in the data active = activation fold from about 3, or a potency from the dose series; inactive = the rest, 99 in 100 with activation fold below about 1.6; also: many of its hits are not listed in these tables
WT yeast gro inh – growth inhibition of WT yeast, mitochondrial fusion screen | mitochondrial fusion phenotypic screen, WT strain | inhibition, % at 10 µM | actives 2.1% (n = 190,000); in the data active = inhibition above about 58%; tested in S. cerevisiae
WT yeast gro inh mutant strain – further read-out of WT yeast gro inh, marked with its call; inhibition, %; mitochondrial fusion phenotypic screen, mutant strain inhibition
Hep lipid drop cells 6.5 µM – second read-out of Hep lipid drop, no call of its own (marks repeat the call); cell count; measured here: cell count, cytotoxicity flag;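 cells counted across two imaged fields per well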
Myeloid diff 2 GFP+ MAC1+ % – recorded beside Myeloid diff 2, whose call it bears; GFP+ MAC1+ double positive, %; measured here: differentiation confirmed by MAC1 staining
Numbers without * were called inactive; i = inactive; ? = inconclusive; . = no result given; + = active, no number; [ ] = remark or other dose. Rule as the data show it, unless noted: active = inhibition above about 50%; inactive = the rest.

SMILES	Hep lipid drop	Hep lipid drop cells 6.5 µM	UTI89 phage lysis	P. falciparum M1AAP	Myeloid diff 2	Myeloid diff 2 GFP+ MAC1+ %	PMI inhibition	CSM14.1 death rescue	PMI inhibitors	TNAP activators	WT yeast gro inh	WT yeast gro inh mutant strain
N#Cc1nc(Cc2cccc3ccccc23)oc1NCC1CCCO1 (stereo unspecified)	.	.	1.4%	7%	i	6.4	4%	2.4%	4%	1.2	3	19
C/C(=N\NC(=O)c1ccc(Br)cc1)C1C(=O)c2ccccc2C1=O	-15	720	?	40%	i	6.2	-19%	0.7%	-15%	1	13	1
O=C(Cn1ncnn1)OCc1ccccc1Cl	.	.	1.1%	-2%	i	0.8	-2%	-0.8%	4%	1.1	-3	-5
COc1cc(-c2noc(CCC(N)=O)n2)cc(OC)c1OC	.	.	.	-2%	.	.	1%	-0.8%	-3%	1	5	13
CN(C)CCCNc1cc(Cl)c(S(=O)(=O)N2CCCCC2)cc1C(=O)O	5	730	0.0%	-3%	i	1.0	6%	-1.1%	9%	1.1	-10	-7
COc1nc(Cl)cn(-c2ccc(C)cc2)c1=O	-27	685	1.1%[50 µM]	3%	i	0.5	-6%	-1.2%	-6%	1.1	4	-14
C/C(=N\Nc1nc2c(s1)CCCC2)c1ccc(Cl)cc1	.	.	0.0%	6%	i	0.6	-78%	-0.9%	-31%	1.3	72*	67*
CCOC(=O)c1oc2ccccc2c1NC(=O)c1ccc2c(c1)OCO2	.	.	7.7%	4%	i	1.1	0%	-1.4%	-1%	1.1	16	-1
COc1ccc(CCNC(=O)Cn2cnc3sc(C)c(-c4ccc(F)cc4)c3c2=O)cc1OC	-4	657	-0.2%	2%	i	0.2	8%	2.0%	2%	1	-5	5
CCN(CC)CCCNC(=O)N[C@@H](Cc1ccccc1)C(=O)O	.	.	1.2%	4%	i	0.6	-5%	-2.3%	-3%	1.1	-6	-3
O=c1c2ccccc2nnn1Cc1ccc2ccccc2c1	0	684	0.1%	6%	i	0.3	-1%	-1.1%	5%	1.1	-7	-10
CC(OC(=O)C1CCN(S(=O)(=O)c2ccc(Cl)cc2)CC1)C(=O)N1CCc2ccccc21 (stereo unspecified)	-23	752	-0.2%	1%	.	.	5%	4.2%	6%	1	8	4
N#Cc1ccccc1OCC(O)CS(=O)(=O)c1ccccc1 (stereo unspecified)	-1	640	-0.4%	-2%	i	0.5	0%	-1.0%	1%	1	-1	-2
Cc1ccsc1-c1nc(CN2CCN(C)C(=O)[C@@H]2C)c(C)o1	0	637	-0.1%	2%	i	0.7	1%	1.4%	3%	1	1	1
COc1cccc(Nc2nnc(SCC3CCCCO3)s2)c1 (stereo unspecified)	16	704	0.1%	-1%	i	0.4	10%	-11%	14%	1.2	38	3
CCOC(=O)C1=C(C)Nc2nc(SCC)[nH]c(=O)c2C1c1ccncc1 (stereo unspecified)	.	.	-0.2%	11%	i	1.9	8%	0.3%	10%	1.1	16	5
NC(=O)c1cc(-c2ccccc2)nc(N2CCOCC2)n1	20	668	1.6%[50 µM]	15%	i	0.9	1%	-2.8%	-1%	1.1	-1	-5
Cc1cccc(-c2cc(C(=O)Nc3ccc4c(c3)OCCO4)c3ccccc3n2)c1	.	.	0.7%	15%	i	0.7	16%	-0.4%	26%	1	-3	4
Cc1ccc(Sc2cc(C(F)(F)F)nc(N(C)C)n2)cc1	27	737	-0.2%	0%	i	0.5	13%	-1.9%	13%	1.1	0	3
COc1ccc(/C=C2\N=C(C)N(c3ccc(C(=O)O)cc3)C2=O)cc1OC	-1	673	5.8%	6%	i	0.4	10%	-0.7%	0%	1	-8	6
COc1ccc(OCc2nc3ccccc3[nH]2)cc1	-3	760	0.4%	1%	i	5.9	-8%	-7.4%	-1%	1.2	16	19
CCOC(=O)C(=NC1CCS(=O)(=O)C1)NNc1ccccc1Cl (stereo unspecified)	-28	610	0.3%	-3%	i	0.1	.	.	.	.	.	.
COc1ccccc1C1CC(c2ccc(Cl)cc2)Nc2nc(N)nn21 (stereo unspecified)	.	.	0.0%	4%	i	1.3	0%	0.6%	0%	1.1	11	8
O=C(CSc1ccc(-c2cccc([N+](=O)[O-])c2)nn1)NC1CCCC1	16	732	0.4%	1%	i	0.8	-4%	.	-11%	1.2	5	-15
C/C(O)=C\c1nc2ccccc2oc1=O	.	.	1.3%	4%	+	2.0*	5%	5.1%	7%	1	34	47

(cont.)
SMILES	Hep lipid drop	Hep lipid drop cells 6.5 µM	UTI89 phage lysis	P. falciparum M1AAP	Myeloid diff 2	Myeloid diff 2 GFP+ MAC1+ %	PMI inhibition	CSM14.1 death rescue	PMI inhibitors	TNAP activators	WT yeast gro inh	WT yeast gro inh mutant strain
Cc1ccsc1/C=N/NC(=O)c1ccc(Cn2cc(Br)cn2)o1	.	.	1.9%[50 µM]	2%	i	2.1	19%	-1.3%	8%	1.1	9	11
Cc1ccc(CN2CCN(Cc3cn(C)nc3-c3ccccc3)CC2CCO)o1 (stereo unspecified)	-5	717	0.1%	4%	i	0.6	-6%	3.5%	1%	1.1	9	5
Cc1ccc(CNC(=O)CCS(=O)(=O)c2cccc3nsnc23)cc1	-10	776	0.0%	3%	i	0.5	-4%	1.0%	0%	1	6	13
C=C(C)Cn1c(C)cc(C)c(S(=O)(=O)c2ccccc2C)c1=O	.	.	-0.4%	-3%	i	1.2	13%	-1.8%	12%	1	16	-1
CCOC(=O)c1c(C)[nH]c(C)c1C(=O)COC(=O)/C=C/c1cccc(Cl)c1	-2	673	0.6%	2%	i	0.4	11%	9.3%	11%	1.1	6	7
O=C(NC1CC2CCCC(C1)N2C(=O)NC1CCCCC1)c1ccc(F)cc1 (stereo unspecified)	.	.	1.0%	5%	i	0.8	2%	1.8%	-2%	1	-16	1
N#Cc1cc(C(=O)c2cc(F)ccc2O)cn(Cc2ccccc2)c1=O	-19	727	0.0%	8%	i	0.1	4%	0.5%	10%	1	-2	-5
Fc1ccccc1-c1nc2ncccc2o1	-1	736	-2.1%	-1%	i	0.9	3%	0.5%	6%	1.1	-4	5
O=c1c(S(=O)(=O)c2ccc(Cl)cc2)cn(Cc2ccccc2F)c2ccc(F)cc12	-66	642	3.9%	-1%	i	0.5	7%	0.4%	11%	1	-10	0
COCCCNC(=O)C12CCC(C)(C(=O)C1)C2(C)C (stereo unspecified)	11	701	4.5%	-2%	i	0.3	0%	-2.4%	4%	1.2	9	26
C=CCc1c(NCCO)nc(C)[nH]c1=O	5	679	-0.7%	1%	i	0.1	7%	-0.2%	8%	1	-11	10
CC1CCCCN1c1ncnc(N)c1[N+](=O)[O-] (stereo unspecified)	-2	720	1.4%	0%	i	0.2	6%	.	7%	1.1	10	-11
CN(C)CCCN(Cc1cc2cc3c(cc2[nH]c1=O)OCO3)C(=S)Nc1ccccc1	-23	700	-0.2%	10%	i	0.6	13%	-1.3%	8%	1	17	-2
COc1ccc(C(=O)NCCc2nnc(SCC(=O)Nc3ccccc3C(C)C)n2C)cc1	-2	784	1.9%	2%	i	1.2	9%	2.1%	10%	1.1	17	21
O=C(O)CCCNS(=O)(=O)c1ccc(NCc2ccccc2)c(C(=O)O)c1	0	575	0.9%	9%	i	1.1	2%	-3.0%	13%	1.1	6	-35
Cc1cc(NC(=O)c2ccc(S(=O)(=O)Nc3ccccc3)cc2)no1	.	.	0.0%	-1%	i	1.4	12%	-0.8%	8%	1.1	-1	6
COCCNS(=O)(=O)c1cc(OC)c(C)cc1C	-17	672	0.1%	-1%	i	0.8	-6%	-1.9%	-13%	1	0	7
Cc1ccc(NC(=O)CN(C)C(=S)NC2CC2)cc1	-4	689	2.6%	-1%	i	0.3	-6%	0.3%	1%	1.1	-5	-1
Cn1cccc1CC(=O)NNC(=S)Nc1ccc(Cl)cc1Cl	-11	672	-0.3%	-12%	i	0.2	-1%	1.2%	10%	2.2	9	17
CC(C)(C)NC(=O)COC(=O)c1ccccc1NC(=O)c1ccco1	-12	686	-0.3%	-1%	i	1.5	-2%	-1.2%	-2%	1.1	13	4
Cc1oc2cc(O)ccc2c(=O)c1Oc1ccccc1	.	.	0.9%	18%	i	0.5	-1%	-0.6%	9%	1.1	6	16
CC1(C)CC(=O)C2=C(C1)N(c1ccccc1)C(=O)C2(O)C(F)(F)F (stereo unspecified)	19	625	-0.1%	10%	i	0.4	-7%	0.0%	-8%	1	-11	-19
COc1ccc(-c2cc(-c3ccccc3)nc(SCC(=O)Nc3ncc(C)s3)c2C#N)cc1	26	556	0.2%	7%	i	0.8	10%	-2.1%	15%	1	9	-21
CC(C)(C)C(=O)CN1CCN(C2c3ccccc3-c3ccccc32)CC1	-8	758	1.4%	2%	i	0.6	-1%	-0.1%	2%	1.1	-2	-2
COc1cc(/C=N/S(=O)(=O)CCc2ccccc2)cc(OC)c1O	1	672	0.3%	4%	i	1.2	61%*	-2.6%	32%	1	4	17
O=C1C=CC(=O)N1CCNc1ncc(C(F)(F)F)cc1Cl	3	643	-6.7%	1%	?	.	-92%	-3.7%	-29%	1.1	97*	95*
COc1ccc(CC(=O)NC(C)(C)C)cc1S(=O)(=O)N1CCOCC1	18	809	0.0%	0%	i	0.8	-5%	-0.7%	-1%	1.1	-25	-20
CCN(C(=O)CSc1nc2cc(C(=O)OC)ccc2c(=O)n1Cc1ccco1)c1cccc(C)c1	.	.	-0.7%	1%	i	1.8	15%	-1.0%	14%	1	18	3
CC1CCc2c(sc3ncn4c(SCC(=O)NCc5ccco5)nnc4c23)C1 (stereo unspecified)	.	.	0.6%	15%	i	1.0	-4%	-2.1%	-9%	1.1	.	.
